Shn3 inh set2 = Schnurri-3 reporter inhibition in Clone20 osteoblasts; Clone20 osteoblast Shn3 3'UTR firefly luciferase, 24 h; inhibition, % at 12.5 µM; 360,000 compounds, 0.52% hits; AID 588674;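 active means mean inhibition of at least 75% with every replicate also reaching 75%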;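 further: 0% = median of neutral control wells and 100% = pilot-screen positive control compound; some compounds past the cut are filed as inactive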
EBV LMP1 NFkB = reduces LMP1-driven NF-kappaB luciferase signal | inhibition, % at 12.5 µM | LMP1-induced NF-kappaB luciferase reporter cells, luminescence | AID 504558 | 350,000 compounds, 0.69% hits; in the data active means inhibition above about 41%;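 further: 0% = neutral control wells and 100% = reference inhibitor control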
LRH-1 inv ag = inverse agonists of human LRH-1 (NR5A2) | inhibition, % at 3.6 µM | 360,000 compounds, 0.13% hits | AID 602396 | HEK293T StAR-luciferase reporter, LRH-1 transfected, 24 h;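 active means inhibition above the mean inhibition of all tested compounds plus 3 SD, cut at about 73% in these data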;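 further: 0% = DMSO wells and 100% = reporter-only cells lacking LRH-1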
NR2F2 inh = blocks human COUP-TFII nuclear receptor. AID 686940. HEK293T NGFI-A luciferase reporter, luminescence. inhibition, % at 8.6 µM. 370,000 compounds, 0.7% hits;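 active means inhibition above a per-plate cutoff, mean inhibition of test wells between control levels plus 3 SD, cut at about 38% in these data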;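 further: cells cotransfected with COUP-TFII expression vector driving the NGFI-A reporter; 0% = median of COUP-TF2 test wells and 100% = reporter-only cells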
TRAIL sens C8 = caspase-8 TRAIL sensitization. inhibition (viability loss, TRAIL sensitization), % at 10 µM. NB7+C8 cells + TRAIL, ATPlite viability luminescence. 360,000 compounds, 1% hits. AID 624354;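 active means compounds causing at least 50% loss of cell viability in the single-dose screen, relative to plate controls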
SRC3 inh = inhibitors of human steroid receptor coactivator 3 (SRC3); Q9Y6Q9; HEK293 GAL4-SRC3 luciferase reporter, luminescence; inhibition, % at 3.6 µM; 360,000 compounds, 0.17% hits; AID 588352;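 active means inhibition above a per-campaign cutoff, the mean of all compounds plus 3 SD, cut at about 60% in these data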;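 further: 0% = DMSO-treated cells and 100% = gossypol-treated cells at 36 µM; higher means less SRC3-driven luciferase light from the GAL4 reporter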
SRC1 inh = inhibitors of human steroid receptor coactivator 1 (SRC1); Q15788; HEK293 GAL4-SRC1 luciferase reporter, luminescence; inhibition, % at 3.6 µM; 360,000 compounds, 0.12% hits;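 active means inhibition above the campaign mean plus 3 SD, with each screening campaign given its own cutoff, cut at about 60% in these data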;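 further: 0% = DMSO treated cells and 100% = gossypol at 36 µM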
KKLEB cytotox = counter-screen for CF NF-kB inhibitors: cytotoxicity. KKLEB CF airway cells viability, ATPlite luminescence, overnight; hits give low values; cells stimulated with P. aeruginosa culture filtrate. AID 602141. 360,000 compounds, 0.36% hits. activity change (cytotoxicity), % at 5 µM;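 active means corrected activity change at or below -50% at 5 µM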
CF NFkB block = cystic fibrosis NF-kB activation inhibition. KKLEB NF-kB-GFP reporter, PAF-induced, GFP fluorescence overnight. inhibition, % at 5 µM. 360,000 compounds, 0.86% hits. AID 588850;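 active means at least 50% inhibition at 5 µM, scaled per plate between neutral and stimulator controls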;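 further: PAF is a Pseudomonas aeruginosa culture filtrate used as stimulus; plate controls were PAF-stimulated DMSO wells for no effect and unstimulated DMSO wells for full effect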
TROY signal inh = inhibitors of TROY-dependent NF-kB signaling. Q293 LMP1-TROYcd NF-kB luciferase reporter, 4 h. inhibition, % at 10 µM. 360,000 compounds, 0.98% hits;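 active means compounds whose plate-normalised and pattern-corrected inhibition of the luciferase reporter signal at the single screening dose is 50% or more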
TWEAK-Fn14 inh = TWEAK-Fn14 signaling inhibition; 360,000 compounds, 2% hits; TWEAK-stimulated Fn14 reporter cells, luciferase luminescence, 8 h; inhibition, % at 10 µM; in the data active means inhibition above about 50%
* hit, by the source's call; · = no result given.

SMILES	Shn3 inh set2	EBV LMP1 NFkB	LRH-1 inv ag	NR2F2 inh	TRAIL sens C8	SRC3 inh	SRC1 inh	KKLEB cytotox	CF NFkB block	TROY signal inh	TWEAK-Fn14 inh
O=C(c1ccc(Cl)c(S(=O)(=O)N2CCOCC2)c1)N1CCCC1	-4	13	3	11	1	7	-49	0	22	20	-5
COc1cccc(C(=O)NC(=S)Nc2ccc3oc(=O)ccc3c2)c1	-8	0	13	-12	-7	-6	-12	1	-12	10	-2
NC(Cc1ccc(Cl)cc1)c1csc(Nc2ccc(-c3ccccc3)nn2)n1 (stereo unspecified)	9	·	0	-15	24	-4	3	-13	9	-5	-9
CC(=O)C1=C(C)Nc2ncnn2C1c1cccc(OCc2ccccc2)c1 (stereo unspecified)	-5	-7	2	-8	-20	-5	8	-4	-49	22	-17
Cc1noc(NS(=O)(=O)c2ccc(NC(=O)c3ccc(Br)o3)cc2)c1C	13	2	-14	10	4	6	-1	10	-22	-7	20
COc1cc(CN2CCC(C(=O)N3CCN(c4ccccc4F)CC3)CC2)cc(OC)c1O	-17	0	7	-6	0	8	5	11	1	-2	6
COC(=O)C(Oc1ccc2c(-c3ccc(OC)cc3)cc(=O)oc2c1)c1ccccc1 (stereo unspecified)	1	-2	4	11	13	-7	-58	-8	16	14	-13
O=C1NC(=O)/C(=C/c2cccc([N+](=O)[O-])c2)N1	-12	9	23	-10	14	-58	-15	5	-16	11	1
Cc1cccc(CSc2nnc3c(n2)[nH]c2ccccc23)c1	30	7	3	-1	18	6	6	4	6	-5	-4
COc1ccccc1C=NN=C(N)C(N)=NN=Cc1ccccc1OC	-1	6	-45	-6	0	-11	-15	0	-8	2	8
CN(CCCNC(=O)c1cccc(N2CCCC2=O)c1)c1ccccc1	4	-6	-1	4	-8	5	1	-12	6	38	30
COc1ccc2[nH]c(CN3CCN(CC(C)C)C(CCO)C3)c(C)c2c1 (stereo unspecified)	13	2	-3	1	8	0	-22	1	-1	-4	12
O=C(O)c1cccnc1C(=O)c1ccccc1	-2	-6	1	9	0	18	-39	-14	14	-18	-1
O=C(N/N=C/c1ccc2cccnc2c1)c1nc2ccccc2c(=O)[nH]1	-40	-6	-4	-14	2	-21	-50	6	15	-8	-5
O=C(O)CCCNC(=O)/C(=C\c1ccc(Cl)cc1)NC(=O)c1ccccc1Br	-5	3	11	-12	2	10	-1	11	-23	-13	7
COc1ccc(N(C)S(=O)(=O)c2cccc(C(=O)N3CCN(c4ccccc4)CC3)c2)cc1	12	3	4	18	-1	-14	-15	-25	26	16	30
COC(=O)C1C(c2ccccc2)C=CC(c2ccccc2)C1C(=O)O (stereo unspecified)	-8	-9	-10	8	-4	8	2	4	5	3	5
Cc1ccc(S(=O)(=O)NCc2ccccc2)cc1C(=O)NC1CCCCC1	7	13	-25	16	-7	5	-22	10	-49	-15	-12
CCOc1ccccc1N(CC(=O)NC1CCCCC1)C(=O)CCC(=O)Nc1cc(C)ccn1	12	-10	-2	-3	-14	-12	17	-9	8	-16	7
COc1cc(C(=O)N2CCCC(c3cc(C(=O)NCc4ccccc4)no3)C2)cc(OC)c1C (stereo unspecified)	11	·	-2	12	13	-8	4	-8	13	11	-8

6 of the entries above in order of the SRC1 inh value, high to low:
Molecule | SRC1 inh
CCOc1ccccc1N(CC(=O)NC1CCCCC1)C(=O)CCC(=O)Nc1cc(C)ccn1 | 17
COc1cc(C(=O)N2CCCC(c3cc(C(=O)NCc4ccccc4)no3)C2)cc(OC)c1C (stereo unspecified) | 4
COC(=O)C1C(c2ccccc2)C=CC(c2ccccc2)C1C(=O)O (stereo unspecified) | 2
COc1ccc(N(C)S(=O)(=O)c2cccc(C(=O)N3CCN(c4ccccc4)CC3)c2)cc1 | -15
COc1ccc2[nH]c(CN3CCN(CC(C)C)C(CCO)C3)c(C)c2c1 (stereo unspecified) | -22
O=C(O)c1cccnc1C(=O)c1ccccc1 | -39

The results go on.
SMILES	Shn3 inh set2	EBV LMP1 NFkB	LRH-1 inv ag	NR2F2 inh	TRAIL sens C8	SRC3 inh	SRC1 inh	KKLEB cytotox	CF NFkB block	TROY signal inh	TWEAK-Fn14 inh
Cc1ccc(NC(=O)COC(=O)CN2C(=O)NC3(CCCC3)C2=O)cc1F	4	-4	-2	-9	-7	7	7	-1	6	-35	-4
COc1cccc(C(=O)Nc2cccc(-c3ccc4nncn4n3)c2)c1OC	14	4	12	-8	5	9	13	-4	45	11	-3
CCOc1ccc(N=Cc2c(C)[nH]n(-c3nc4ccccc4[nH]3)c2=O)cc1	5	3	-16	-5	87*	-2	0	-6	0	13	31
COc1ccc(Nc2ncc3c(n2)CC(c2ccc(OC)cc2)CC3=O)cc1 (stereo unspecified)	6	-8	9	-2	3	7	-37	-16	19	4	-24
CC(C)NC(=O)N(C)C[C@H]1OCCCC[C@@H](C)Oc2ccc(NC(=O)C3CCCCC3)cc2C(=O)N([C@H](C)CO)C[C@@H]1C	-12	3	11	7	-1	0	7	-2	7	-8	-8
CCN1/C(=C\C=C2\C(=O)N(C)C(=S)N2C)Sc2ccccc21	-29	-20	-11	-9	1	24	1	13	-36	-36	-51
CCOC(=O)C1CCN(S(=O)(=O)c2ccc(CC)cc2)CC1	12	-1	23	-2	-11	17	1	4	-3	-18	12
O=C(O)/C(=C\c1ccc(C(F)(F)F)cc1)c1ccc(S(=O)(=O)N2CCCC2)s1	-8	3	34	8	3	8	1	26	-24	4	1
c1ccc(CN2CCC3(CCCc4ccccc43)CC2)cc1	-8	-10	22	8	15	22	-8	-4	16	-5	-20
COc1cc2c(c(OC)c1)C(c1ccncc1)CC(=O)N2 (stereo unspecified)	0	-9	8	-17	-10	-5	6	0	-4	1	-16

Reprinted at random: 3 compounds from above
SMILES	Shn3 inh set2	EBV LMP1 NFkB	LRH-1 inv ag	NR2F2 inh	TRAIL sens C8	SRC3 inh	SRC1 inh	KKLEB cytotox	CF NFkB block	TROY signal inh	TWEAK-Fn14 inh
COc1ccc(Nc2ncc3c(n2)CC(c2ccc(OC)cc2)CC3=O)cc1 (stereo unspecified)	6	-8	9	-2	3	7	-37	-16	19	4	-24
CCN1/C(=C\C=C2\C(=O)N(C)C(=S)N2C)Sc2ccccc21	-29	-20	-11	-9	1	24	1	13	-36	-36	-51
c1ccc(CN2CCC3(CCCc4ccccc43)CC2)cc1	-8	-10	22	8	15	22	-8	-4	16	-5	-20

(next part)
SMILES	Shn3 inh set2	EBV LMP1 NFkB	LRH-1 inv ag	NR2F2 inh	TRAIL sens C8	SRC3 inh	SRC1 inh	KKLEB cytotox	CF NFkB block	TROY signal inh	TWEAK-Fn14 inh
CN(/N=C/C=C/c1ccccc1)c1cc(=O)n(C)c(=O)[nH]1	-12	-4	-25	1	-9	-10	-11	-11	10	0	4
c1ccc(OCCCCn2cnc3ccccc32)cc1	45	9	6	7	7	4	2	2	-1	·	74*
C[C@@H]1CN([C@@H](C)CO)C(=O)c2cc(Br)cnc2O[C@@H]1CN(C)C(=O)CN(C)C	-6	-1	6	8	-11	-7	-8	-7	-16	8	-13
O=C(CSCc1c(Cl)cccc1Cl)NCc1cccnc1	2	-3	-17	-1	9	-3	-8	-6	12	-8	-5
CC(=O)C(N=Nc1ccccc1)(Sc1nnc(-c2ccccc2)n1-c1ccccc1)C(C)=O	11	19	5	11	9	3	7	24	-25	-1	10
CCOC(=O)N1CCC(N(CCN(C)C)C(=S)Nc2ccccc2OCC)CC1	-4	0	2	-10	-9	17	25	4	4	5	6
CC(C)(C)c1ccc(/C=N/NC(=O)C(=O)NCCCN2CCOCC2)cc1	-11	-8	8	5	-7	14	15	11	1	7	15
COc1ccc(N2CCN(C(=O)COC(=O)CCOc3ccc(C)cc3)CC2)cc1	-10	0	7	8	-5	3	-34	7	2	-4	-2
O=C(CN1CCSC1=O)Nc1ccc(N2CCOCC2)cc1	-23	-4	-33	-17	-6	-32	-30	13	9	-5	-2
O=C1NCCN1C(=O)c1cccc(Cl)c1	-14	2	-4	-12	12	-2	9	10	-14	4	1

Four compounds out of the list, sorted by molar mass, lowest first:
SMILES	Shn3 inh set2	EBV LMP1 NFkB	LRH-1 inv ag	NR2F2 inh	TRAIL sens C8	SRC3 inh	SRC1 inh	KKLEB cytotox	CF NFkB block	TROY signal inh	TWEAK-Fn14 inh
CCOc1ccc(N=Cc2c(C)[nH]n(-c3nc4ccccc4[nH]3)c2=O)cc1	5	3	-16	-5	87*	-2	0	-6	0	13	31
COc1cccc(C(=O)Nc2cccc(-c3ccc4nncn4n3)c2)c1OC	14	4	12	-8	5	9	13	-4	45	11	-3
COC(=O)C(Oc1ccc2c(-c3ccc(OC)cc3)cc(=O)oc2c1)c1ccccc1 (stereo unspecified)	1	-2	4	11	13	-7	-58	-8	16	14	-13
COc1cc(CN2CCC(C(=O)N3CCN(c4ccccc4F)CC3)CC2)cc(OC)c1O	-17	0	7	-6	0	8	5	11	1	-2	6

Going on with the list.
SMILES	Shn3 inh set2	EBV LMP1 NFkB	LRH-1 inv ag	NR2F2 inh	TRAIL sens C8	SRC3 inh	SRC1 inh	KKLEB cytotox	CF NFkB block	TROY signal inh	TWEAK-Fn14 inh
CCOC(=O)N1CCC(Nc2ccc3nnc(-c4ccccc4)n3n2)CC1	11	-4	12	-25	10	-2	3	-2	-7	-13	6
Cc1c(NS(=O)(=O)c2ccc(N)cc2)c(=O)n(-c2ccccc2)n1C	28	-5	13	8	-6	-12	15	7	-8	25	4
Cc1nn(-c2ccccc2)c2sc(C(=O)NC3CCCCC3)cc12	10	7	-30	14	16	5	-9	12	-22	12	-32
N#Cc1c(NC(=O)CCCN2C(=O)c3ccccc3C2=O)oc(-c2ccccc2)c1-c1ccccc1	18	4	-1	2	-3	14	4	-2	-26	-11	1
Fc1ccc(OCCOCCN2CCCC2)cc1	30	1	4	4	9	12	0	6	4	0	5
Cc1noc(C)c1NC(=O)NC(c1ccccc1)c1ccccc1	0	3	-6	-10	-15	19	23	-16	7	5	-3
CCOC(=O)c1c(-c2ccc(C)o2)csc1NC(=O)CN1CCCCC1	5	2	4	10	-2	17	3	-24	14	9	54*
CS(=O)(=O)N(Cc1ccccc1)c1ccccc1C(=O)N1CCN(c2ccccc2)CC1	4	-2	0	-7	-5	3	0	-3	7	-8	-10
O=C(c1ccc2c(c1)OCO2)N1CCN(S(=O)(=O)c2ccc(Cl)cc2)CC1	1	-4	6	15	10	4	10	-1	-7	9	21
OC(c1ccc(Cl)c(F)c1)c1ncc(-c2ccccc2C(F)(F)F)[nH]1 (stereo unspecified)	10	·	-16	8	-6	1	12	-6	3	5	-6
Cc1cc(NC(=O)CSCC(=O)OCC(=O)Nc2cc(C)c(C)cc2[N+](=O)[O-])no1	0	-12	2	-17	5	5	-1	-4	21	16	-13
CCOC(=O)c1cnc2nc(NCc3ccc(OC)c(OC)c3)[nH]n2c1=O	0	-6	7	3	11	9	9	-6	10	30	-7
O=Cc1ccc(F)c([B-](F)(F)F)c1	-12	2	5	6	7	6	0	4	-2	-7	29
Cc1ccc2[nH]c3c(=O)n(CCCN4CCOCC4)cnc3c2c1	-11	6	8	-2	-2	4	-12	2	-7	-9	-26
CCOC(=O)C1=C(c2ccccc2)NC(=S)NC1c1cc([N+](=O)[O-])ccc1OC (stereo unspecified)	7	-9	-11	24	-7	-4	-26	7	-3	16	10

Screening results: PubChem, several laboratories

A portion of the library. The share of hits here may be higher or lower than overall.
